Compound activity (PubChem)
VHR inh abs: VHR1 phosphatase inhibitors, primary screen, biochemical, absorbance, uHTS | recombinant VHR phosphatase, pNPP absorbance | 290,000 compounds, 0.52% hits | inhibition, % at 13.3 µM | Dual specificity protein phosphatase 3 (Homo sapiens), P51452; in the data active means inhibition above about 50%; further: some compounds called inactive have numbers as strong as hits
BioA inh: M. tuberculosis BioA enzyme inhibitors, primary screen, biochemical, plate reader, single point, HTS; 7,8-diaminopelargonic acid synthase BioA (Mycobacterium tuberculosis); purified M. tuberculosis BioA enzyme; inhibition, % at 9.99 µM; 360,000 compounds, 0.096% hits; AID 602481, 2012; in the data active means inhibition above about 40%; inconclusive means no clear call, values can overlap the other calls
Mtb UGM inh: M. tuberculosis UGM enzyme inhibitors, primary screen, biochemical, fluorescence polarization, single point | UDP-galactopyranose mutase (Mycobacterium tuberculosis (strain ATCC 25618 / H37Rv)), … | purified UGM, fluorescence polarization probe displacement | inhibition, % at 10 µM | 320,000 compounds, 0.06% hits | AID 504406, 2011; in the data active means inhibition above about 10%, passing the limit was not always enough; inconclusive means no clear call, values can overlap the other calls
MazF activator: activators of E. coli MazEF toxin-antitoxin RNase, primary screen, biochemical, fluorescence, uHTS | 350,000 compounds, 0.32% hits | FAM/BHQ RNA-DNA oligo cleavage fluorescence, 5 h | AID 504720, 2011 | activation, % at 20 µM; in the data active means activation above about 50%
Target sequence (P0AE70 whole entry, looked up): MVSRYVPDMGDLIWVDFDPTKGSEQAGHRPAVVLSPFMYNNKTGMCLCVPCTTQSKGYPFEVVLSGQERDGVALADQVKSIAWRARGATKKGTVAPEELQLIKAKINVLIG
Rv3671c inh: Rv3671c serine protease inhibitors, primary screen, biochemical, fluorescence polarization, M. tuberculosis H37Rv | AID 2606, 2010 | 320,000 compounds, 0.048% hits | inhibition, % at 5.96 µM | P9WHR9; in the data active means inhibition above about 38%;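 further: extracellular domain of Rv3671c used as enzyme; 0% = enzyme with DMSO and 100% = no enzyme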
Target sequence (P9WHR9 whole entry, looked up, the tested form may be a part): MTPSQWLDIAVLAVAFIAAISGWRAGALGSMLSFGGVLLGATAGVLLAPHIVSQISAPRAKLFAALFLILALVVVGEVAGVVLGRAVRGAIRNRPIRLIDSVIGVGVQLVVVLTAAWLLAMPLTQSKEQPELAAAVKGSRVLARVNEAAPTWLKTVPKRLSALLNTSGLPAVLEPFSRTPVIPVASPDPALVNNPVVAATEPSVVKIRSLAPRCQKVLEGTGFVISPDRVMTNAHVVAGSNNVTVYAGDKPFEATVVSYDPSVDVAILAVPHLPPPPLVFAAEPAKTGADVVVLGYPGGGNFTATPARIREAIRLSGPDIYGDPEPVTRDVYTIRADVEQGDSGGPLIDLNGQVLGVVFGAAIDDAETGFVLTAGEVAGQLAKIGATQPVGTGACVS
Mtb FBA inh: Mtb FBA enzyme inhibitors, primary screen, biochemical, fluorescence, strain H37Rv. purified M. tuberculosis FBA, fluorescence read-out. inhibition, % at 1 µM. 360,000 compounds, 2.3% hits; in the data active means inhibition above about 27%;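 further: 0% = vehicle and 100% = reference inhibitor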
Target sequence (P9WQA3 whole entry, looked up): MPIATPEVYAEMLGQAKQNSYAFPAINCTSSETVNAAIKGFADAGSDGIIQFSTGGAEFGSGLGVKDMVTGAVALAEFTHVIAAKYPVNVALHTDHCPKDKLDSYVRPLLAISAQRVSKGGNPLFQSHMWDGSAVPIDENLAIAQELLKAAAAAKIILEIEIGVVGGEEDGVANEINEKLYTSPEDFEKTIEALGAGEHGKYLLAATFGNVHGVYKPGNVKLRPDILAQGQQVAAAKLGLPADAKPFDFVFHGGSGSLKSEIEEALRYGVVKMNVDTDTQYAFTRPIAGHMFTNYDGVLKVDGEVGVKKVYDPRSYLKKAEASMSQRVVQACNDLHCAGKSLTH
GDH-TPI counter: GDH-TPI coupling enzyme inhibitors, primary screen, artefact control for M. tuberculosis FBA inhibitor project, biochemical, absorbance, full deck; GDH-TPI coupled enzyme counterscreen, NADH absorbance; inhibition, % at 4.8 µM; 360,000 compounds, 1.2% hits; AID 588335, 2011;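 further: 0% = DMSO wells and 100% = wells lacking the enzyme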
BoNT F protease: BoNT/F light chain protease inhibitors, primary screen, biochemical, flow cytometry, MLPCN library; Botulinum neurotoxin type F light chain protease (Clostridium botulinum); Multiplex microsphere protease cleavage assay; inhibition, % at 10 µM; 360,000 compounds, 0.22% hits; AID 588497, 2011; in the data active means inhibition above about 35%, passing the limit was not always enough; inconclusive means no clear call, values can overlap the other calls; further: plate controls were buffer without enzyme for full effect and enzyme alone for no effect
FadD28 binding: inhibitors of FadD28 bisubstrate probe binding, primary screen, biochemical, fluorescence polarization, single point; Mycobacterium tuberculosis FadD28 fatty-acid-AMP ligase; inhibition, % at 12.5 µM; 360,000 compounds, 0.22% hits; in the data active means inhibition above about 8.5%, passing the limit was not always enough; inconclusive means no clear call, values can overlap the other calls
CCHF vOTU inh: CCHFV vOTU protease inhibitors, primary screen, biochemical, Pep-AMC substrate, fluorescence; Crimean-Congo hemorrhagic fever virus L polyprotein viral ovarian tumor (vOTU) protease …; 370,000 compounds, 0.55% hits; AID 651958, 2012; inhibition, % at 11.5 µM; further: 0% = vehicle wells with enzyme and 100% = no enzyme wells
The depositor's hits bear a star; ? = inconclusive; nt = no result given. Unless noted, no stated cut-off is given here; in the data, active means inhibition above about 30%; inactive means the rest. This is a random part of the collection; any-hit rate near 4.9%.

The line under a structure holds: VHR inh abs	BioA inh	Mtb UGM inh	MazF activator	Rv3671c inh	Mtb FBA inh	GDH-TPI counter	BoNT F protease	FadD28 binding	CCHF vOTU inh
CCO/C=C1/C(=O)N(C)C(=O)c2cc(OC)ccc21
    26.9	-0.2	-0.8	0.5	-30.8	2.6	0.0	-1.6	-0.7	78.3*
O=C(Nc1ccccn1)c1sc2cccc(F)c2c1Cl
    5.5	-0.4	0.5	3.9	-40.2	1.1	-3.8	2.7	-0.5	19.6
COc1ccc(N(C(=O)c2ccncc2)S(=O)(=O)c2ccc(F)cc2)cc1
    2.5	-1.9	1.0	nt	-8.1	2.0	0.3	-58.8	-0.4	25.0
COC(=O)c1sccc1NC(=O)CSc1cc(Cl)ccc1Cl
    28.7	-1.7	0.0	-4.4	-8.9	-2.8	6.0	-1.0	-2.2	16.0
NCc1csc(Nc2ncccn2)n1
    nt	-1.3	nt	nt	nt	1.0	3.1	-4.4	-2.4	-10.4
COc1cc(OC)c(OC)cc1CNC1CCCCCC1
    12.7	-2.0	8.5	-0.3	0.7	-1.0	-2.5	2.5	-3.1	-9.2
CCOc1ccc(S(=O)(=O)N/N=C(\C)Cc2ccc(OC)cc2)cc1
    -2.2	nt	2.2	1.2	-4.0	1.3	9.8	-0.3	-1.9	3.9
O=C(Nc1ccccc1)Nc1cc(OCC(F)(F)F)cc(OCC(F)(F)F)c1
    -6.9	nt	nt	4.4	nt	-5.5	0.0	-5.4	-0.9	25.9
O=C(Nc1c(F)cc(F)cc1Br)c1cc(-c2ccc(O)cc2)on1
    17.0	5.2	-0.5	10.6	-16.2	-0.8	5.3	-0.6	-0.9	1.9
Cc1c(C(C)O)nnn1-c1nonc1N (centres undefined)
    25.0	0.7	-3.7	-5.2	6.0	-7.2	-2.5	16.3	-2.4	1.4
COC(=O)C1=C(c2c(C)noc2C)C[C@@H]2CC[C@H]1N2C(=O)N1CCCCC1
    nt	0.5	-1.9	6.3	0.7	-0.6	0.8	0.5	-1.1	3.2
CN=c1scc(-c2cccs2)n1/N=C/c1ccccc1O
    1.9	nt	-0.9	-3.9	6.7	-6.3	-0.7	-5.5	1.8	-6.2
C=C(C)CC(NCc1ccco1)c1ccc(OC)cc1 (centres undefined)
    11.7	1.4	0.3	-6.2	11.6	3.0	5.1	6.0	-3.5	15.0
CCN(CC(=O)Nc1ccc(OC)cc1)C(=O)Cc1cccs1
    nt	-1.0	-2.7	-1.3	-4.6	1.2	2.9	7.6	-0.3	7.5
Cc1cc(-c2ccccc2)oc(=O)c1NC(=O)c1ccccc1
    6.4	nt	1.2	7.3	6.2	9.8	25.0	-4.0	-1.2	6.1
Cc1[nH]nc2c1C(C(C)c1ccccc1)C(C#N)=C(N)O2 (centres undefined)
    29.1	nt	0.7	1.1	5.3	2.2	7.4	-4.2	-2.0	4.7
C=CCNC(=O)C1CCN(c2cc(C)nc(-c3ccccc3)n2)CC1
    21.5	nt	-0.6	-5.1	2.4	-2.3	1.6	-2.0	-3.6	5.8
O=C(CCCCCn1c(=S)[nH]c2ccsc2c1=O)NC1CCCCC1
    3.9	-0.3	-3.3	-7.1	4.7	3.6	16.9	-1.2	-0.4	-1.1
CC(C)(C)C1=Nn2c(nnc2C2CCCCC2)SC1
    -1.5	-0.1	2.3	6.9	-4.5	-1.5	3.4	-8.2	0.9	6.7
CCn1c(C)nc2cc(C(=O)NNC(=O)Nc3ccc(Cl)cc3)ccc21
    7.6	-0.4	3.1	2.5	6.3	0.0	1.3	-5.3	1.9	-16.2

(list continues)
The line under a structure holds: VHR inh abs	BioA inh	Mtb UGM inh	MazF activator	Rv3671c inh	Mtb FBA inh	GDH-TPI counter	BoNT F protease	FadD28 binding	CCHF vOTU inh
Cc1nc2cc(OC3(C)CCN(Cc4ccc(OC(F)(F)F)cc4)C3)ccc2s1 (centres undefined)
    nt	-0.8	nt	nt	nt	-2.4	8.8	-7.7	-3.9	16.5
COc1ccc(OC)c(C(=O)N2CCC(C(=O)c3ccc(F)cc3)CC2)c1
    11.8	0.9	0.6	4.0	7.9	-2.5	5.8	6.9	0.3	-6.9
Clc1ccc2c(c1)C(N1CCNCC1)Cc1ccccc1S2 (centres undefined)
    13.4	0.1	4.7	14.7	1.2	1.7	6.1	-30.2	-20.6	nt
CSc1ccc(CNC(=O)C2(C)CCCN2CC(C)C)cc1 (centres undefined)
    nt	0.8	nt	nt	nt	-2.3	-2.7	-3.3	-1.7	12.6
COc1ccc(NS(=O)(=O)c2c(F)cccc2F)cc1S(=O)(=O)N1CCOCC1
    nt	-0.6	nt	7.2	1.1	-0.1	0.3	1.4	-1.3	14.5
O=C(CC1C(=O)NCCN1Cc1cccc(Oc2ccccc2)c1)NCCc1ccccn1 (centres undefined)
    30.7	nt	2.0	-10.6	6.4	0.0	0.0	-7.2	-3.2	0.5
Cc1cc(C)nc(N2CCC(C(=O)Nc3ccc4c(c3)OCCO4)CC2)n1
    -0.6	nt	-3.8	-2.6	9.3	1.1	0.0	0.1	0.0	-2.4
CC(C)OCCCNC(=O)c1cc(Sc2ccc(F)cc2)nc2ccccc12
    25.6	nt	-0.6	2.5	1.1	2.5	11.9	2.7	-1.3	12.3
CCOc1ccc(C(=O)N2CCc3ccccc32)cc1
    -3.5	4.1	1.0	-4.6	-2.7	0.9	2.9	-31.9	0.9	-3.0
Cc1cc(=O)oc(C)c1C(=O)OC(C(=O)c1ccccc1)c1ccccc1 (centres undefined)
    -4.8	nt	1.7	-5.2	-10.3	0.1	6.9	-4.1	-0.5	-0.9
COC(=O)c1c(C)[nH]c(C(=O)COc2ccc3ccc(=O)oc3c2)c1C
    nt	-0.4	1.3	-2.9	-13.3	5.8	15.1	-5.9	-0.1	4.1
CCOC(=O)CCCCCC(=O)Nc1ccc2c(c1)C(=O)N([C@H](C)CO)C[C@H](C)[C@@H](CN(C)C(=O)Nc1ccc(OC)cc1)O2
    nt	0.2	0.4	1.9	-5.6	-0.1	-1.2	7.6	-0.6	nt
Cc1ccc(C)c(N2CCN(CCCNC(=O)CCn3c(=O)c4cccn4c4cccnc43)CC2)c1
    23.9	0.6	1.7	3.6	0.9	-3.4	1.7	8.9	-5.0	-2.4
C[C@@H](CN1CCC[C@H]1CN1C(N)=NC[C@@H]1Cc1ccccc1)N1C[C@@H](Cc2ccccc2)N(CCCC2CCCC2)C1=N
    nt	1.1	0.2	22.2	0.9	3.4	6.9	-37.7	-6.7	nt
COC(=O)C1CCN(C(=O)c2cc(-c3ccco3)nc3ccccc23)CC1
    nt	-0.2	-0.3	-8.0	-1.8	108.8*	21.8	5.4	-1.9	-136.6
O=C(c1sc2ccccc2c1Cl)N(Cc1ccco1)C1CCS(=O)(=O)C1 (centres undefined)
    24.9	0.6	-1.8	3.5	-3.7	-0.7	3.5	-4.3	-2.3	-9.1
Cc1c(C(=O)N(Cc2ccccc2)C(C)C)cnn1-c1ccccc1
    23.3	0.0	-0.4	-0.8	9.5	0.0	7.1	1.1	-6.3	4.5
N#CC(C(=O)NCCc1ccccc1)c1nc2ccccc2nc1N1CCOCC1 (centres undefined)
    1.8	-1.3	1.6	928.4*	4.9	2.8	18.0	3.2	0.5	1.4
COc1cccc2cc(C(=O)NCCN3CCOCC3)c(=O)oc12
    19.7	0.1	2.8	1.9	6.5	1.5	10.3	-14.2	-0.1	5.4
CC(=O)N1CCC(C(=O)NC2CC(C)(C)Cc3c2cnn3-c2ccc(F)cc2)CC1 (centres undefined)
    0.3	0.5	2.7	3.0	1.9	1.3	1.0	-18.2	1.9	5.6

(cont.)
The line under a structure holds: VHR inh abs	BioA inh	Mtb UGM inh	MazF activator	Rv3671c inh	Mtb FBA inh	GDH-TPI counter	BoNT F protease	FadD28 binding	CCHF vOTU inh
NC(N)=NS(=O)(=O)c1ccc(N=C2C(=O)Nc3ccccc32)cc1
    10.1	-1.8	-0.4	9.6	0.9	0.2	8.1	?	-4.7	12.0
Cc1ccc(C(=O)N2CCN(c3ncnc4c3cnn4-c3ccccc3)CC2)cc1
    nt	-2.5	-2.3	nt	-1.3	1.6	12.2	-18.0	-0.1	2.0
Cc1ccc2oc(=O)c3cnn(CC(=O)N4CCc5ccccc5C4)c3c2c1
    37.7	-1.0	-1.2	-11.3	3.1	5.8	0.0	-5.1	-1.7	-6.6
O=C(O)c1cccc2c1C(=O)c1ccc(Cl)cc1S2(=O)=O
    nt	-2.1	-0.8	5.5	4.7	-1.0	7.8	1.0	-1.6	-11.2
NNc1nc2c(F)cccc2s1
    25.3	nt	0.6	-3.8	18.7	1.1	11.5	-0.1	0.4	7.1
COC(=O)/C=C1/N/C(=N\c2nc(C)cc(C)n2)N(c2ccc(C)c(C)c2)C1=O
    -0.1	-1.7	-1.5	5.7	-1.0	-1.1	19.7	-5.9	-0.9	-2.8
COc1cccc(NC(=O)c2cnc(SC)nc2)c1
    49.1	-1.1	3.1	-27.6	9.7	-1.6	-1.5	?	-0.6	-5.9
Cc1ccc(CNC(=O)COc2ccc(S(=O)(=O)N3CCCC3)cc2)cc1
    6.9	-2.8	1.3	-1.8	0.6	0.2	1.5	-13.1	-0.6	8.0

Compounds shown so far that contain an aryl thioether with sulfur outside any ring, in the order listed:
The line under a structure holds: VHR inh abs	BioA inh	Mtb UGM inh	MazF activator	Rv3671c inh	Mtb FBA inh	GDH-TPI counter	BoNT F protease	FadD28 binding	CCHF vOTU inh
COC(=O)c1sccc1NC(=O)CSc1cc(Cl)ccc1Cl
    28.7	-1.7	0.0	-4.4	-8.9	-2.8	6.0	-1.0	-2.2	16.0
CSc1ccc(CNC(=O)C2(C)CCCN2CC(C)C)cc1 (centres undefined)
    nt	0.8	nt	nt	nt	-2.3	-2.7	-3.3	-1.7	12.6
CC(C)OCCCNC(=O)c1cc(Sc2ccc(F)cc2)nc2ccccc12
    25.6	nt	-0.6	2.5	1.1	2.5	11.9	2.7	-1.3	12.3
COc1cccc(NC(=O)c2cnc(SC)nc2)c1
    49.1	-1.1	3.1	-27.6	9.7	-1.6	-1.5	?	-0.6	-5.9
